# High-throughput results as filed in PubChem.
# LGR2 antag – inhibitors of bursicon-induced Drosophila LGR2 receptor cAMP signaling | HEK293 LGR2, CRE-luciferase, bursicon-stimulated, 4 h | inhibition, % at 9.99 µM | 380,000 compounds, 0.35% hits | AID 720647;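 active = drop in luminescence signal, shown as inhibition above about 50% in the replicate tests, limit read from the data, passing the limit was not always enough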;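 also: agonist challenge used bursicon conditioned medium at about half maximal strength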
# S100A4 MyoIIA – blocks human S100A4 binding to myosin IIA peptide; P26447; S100A4/TAMRA-MyoIIA peptide fluorescence polarization; inhibition, % at 10.7 µM; 360,000 compounds, 0.14% hits;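 active = mean inhibition of at least 70% across replicates, with every replicate also reaching that level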
# Target sequence (P26447 whole entry, looked up): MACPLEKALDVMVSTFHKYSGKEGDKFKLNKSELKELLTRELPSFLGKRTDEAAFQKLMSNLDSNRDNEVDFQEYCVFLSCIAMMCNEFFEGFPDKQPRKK
#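 Material: S100A4 monomer protein | Medium: HEPES pH 7.2 with CaCl2, KCl, NaCl, DTT, Triton | Reagent: Labelled myosin peptide probe, 5 nM | Doses: One dose per compound | Times: 5 min incubation before reading | Benchmarks: Neutral control DMSO, positive control TFP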
# PAX8 reporter – lowers PAX8-driven luciferase in RMG-I cells; RMG-I TPO-luciferase reporter, SteadyGlo, 24 h; inhibition, % at 12.6 µM; 360,000 compounds, 1.2% hits;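 active = mean replicate inhibition at least 60% with every replicate also reaching 60%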;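 also: luciferase light reporting Pax8 driven TPO promoter activity; plate controls were median of neutral control wells for no effect and mitoxantrone controls for full effect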
# ERAP1 HTS inh – inhibitors of human ERAP1 aminopeptidase | inhibition, % at 10.7 µM | recombinant ERAP1, Leu-AMC fluorescence, 60 min | Q9NZ08 | 340,000 compounds, 0.15% hits;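 active = mean replicate inhibition of at least 30%, or all replicates individually reaching that 30% level; inactive = mean below 30% and not every replicate reaching it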;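 also: 0% = neutral control wells and 100% = L-leucinethiol positive control wells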
# Target sequence (Q9NZ08 whole entry, looked up): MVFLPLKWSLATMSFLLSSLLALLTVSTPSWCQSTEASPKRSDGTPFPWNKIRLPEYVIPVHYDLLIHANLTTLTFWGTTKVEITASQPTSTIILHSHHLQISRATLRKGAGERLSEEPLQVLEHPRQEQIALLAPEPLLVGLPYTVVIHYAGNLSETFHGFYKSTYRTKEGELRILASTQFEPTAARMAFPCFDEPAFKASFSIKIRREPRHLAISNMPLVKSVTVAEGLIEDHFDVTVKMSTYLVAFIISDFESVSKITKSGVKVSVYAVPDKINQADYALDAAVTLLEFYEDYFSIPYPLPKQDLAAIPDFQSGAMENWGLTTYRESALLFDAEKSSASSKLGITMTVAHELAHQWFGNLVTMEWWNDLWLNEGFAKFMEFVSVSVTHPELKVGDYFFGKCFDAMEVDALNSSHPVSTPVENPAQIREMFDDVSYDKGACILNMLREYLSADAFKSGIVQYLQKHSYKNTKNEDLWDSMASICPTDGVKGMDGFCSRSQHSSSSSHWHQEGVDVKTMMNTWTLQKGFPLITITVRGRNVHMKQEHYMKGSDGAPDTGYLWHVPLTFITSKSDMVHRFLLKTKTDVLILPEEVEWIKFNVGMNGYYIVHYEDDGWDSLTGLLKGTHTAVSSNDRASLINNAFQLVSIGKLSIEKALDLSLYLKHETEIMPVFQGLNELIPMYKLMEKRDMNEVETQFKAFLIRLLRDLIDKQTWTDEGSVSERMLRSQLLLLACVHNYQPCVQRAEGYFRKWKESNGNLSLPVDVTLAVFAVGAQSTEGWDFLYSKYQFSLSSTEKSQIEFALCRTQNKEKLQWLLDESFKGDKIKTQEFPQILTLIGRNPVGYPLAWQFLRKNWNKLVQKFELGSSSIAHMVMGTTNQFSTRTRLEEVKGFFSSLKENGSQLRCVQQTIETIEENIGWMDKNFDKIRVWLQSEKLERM
# PglD DTNB – blocks C. jejuni PglD acetyltransferase activity. purified PglD enzyme, DTNB colorimetric CoA detection. inhibition, % at 12.5 µM. 360,000 compounds, 0.098% hits. AID 602405; in the data active = inhibition above about 16%, passing the limit was not always enough; also: strong numbers were not always called active
# PGC1a acetyl inh – lowers PGC1a acetylation signal in U2OS cells; AlphaScreen anti-acetyl-lysine; with virally co-expressed GCN5 acetyltransferase; inhibition, % at 15.6 µM; 350,000 compounds, 0.17% hits;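 active = every replicate shows inhibition of at least 40%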;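 also: 0% = neutral control wells and 100% = positive control wells; some results beyond the cut were filed as inactive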
# FN deposition inh – fibronectin deposition inhibition | AID 743247 | AH1F fibroblasts, Alexa488-fibronectin deposition fluorescence, overnight | 350,000 compounds, 0.086% hits | inhibition, % at 12.6 µM;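 active = mean inhibition across replicates of 30% or more, regardless of how many single replicates reach that level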;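 also: positive control wells lacked labelled fibronectin entirely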
#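 Assay system: AH1F fibroblasts assembling fluorescent fibronectin matrix; Amount: 10000 AH1F cells per well; Buffer or medium: DMEM, 2% serum; Probe or stimulus: Alexa488-fibronectin, 24 nM final in well; Doses: single compound dose, delivered by pin transfer; Incubation: 1 h adhesion, overnight exposure; Measured by: fluorescence 485/525 nm; Read-out: fibronectin deposition inhibition.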
# EWS-Fli inh – blocks EWS/Fli oncoprotein-driven transcription. A673 NR0B1-luciferase reporter, viability-normalised. inhibition, % at 12.6 µM. 350,000 compounds, 0.67% hits;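 active = mean inhibition of at least 50% after viability correction, with every replicate also passing that limit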;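 also: firefly luciferase signal divided by Alamar Blue viability fluorescence both relative to DMSO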
# * hit, by the source's call; . = not tested or not shown.
SMILES,LGR2 antag,S100A4 MyoIIA,PAX8 reporter,ERAP1 HTS inh,PglD DTNB,PGC1a acetyl inh,FN deposition inh,EWS-Fli inh
COc1ccc(C2=NN(C(=O)CSc3nc4ccccc4s3)C(c3ccc(OC)cc3)C2)cc1 (stereo unspecified),-7,9,12,1,.,.,1,3
C[C@@]12CCC3[C@@](CCC4[C@@]3(C)CCC[C@@]4(C)C(=O)O)(CC1=O)C2 (stereo partly specified),.,2,-18,1,-2,.,-2,17
Cc1[nH]c2ccc(F)cc2c1CCN1C(=O)OC(C)(C)C1(C)O (stereo unspecified),9,3,-41,1,4,4,17,-13
Cc1cccc(C(=O)NCC(=O)NCC(c2cccs2)N2CCOCC2)c1 (stereo unspecified),14,-14,11,0,.,.,1,-5
Cc1ccc(S(=O)(=O)N[C@H]2C=C[C@H](CC(=O)NCCCN(C)C)O[C@@H]2CO)cc1,-3,18,-5,-1,-1,-5,-8,-5
CCCNC(=O)N1C[C@H](O)COC[C@@H]2O[C@H](CC(=O)OC)CC[C@H]21,9,10,.,-1,0,1,1,.
O=C(ONC(=O)C1C2C=CC(C2)C1C(=O)NOC(=O)c1ccccc1)c1ccccc1 (stereo unspecified),4,-1,-1,1,3,.,2,13
CCCNC(=O)C1(CC2CC(c3ccccc3)=NO2)CCNCC1 (stereo unspecified),-15,-4,-6,-1,6,.,-11,-3
CC(C)(C)NC(=O)CN(Cc1cccs1)C(=O)CCC(=O)Nc1nccs1,9,-3,.,0,-1,2,.,3
O=C(CSc1nnc2ncccn12)Nc1cccc2ccccc12,6,-2,0,4,2,.,5,6
CC(NC(=O)CSc1ncnc2nc[nH]c12)c1ccccc1 (stereo unspecified),12,-3,.,4,4,-10,.,.
O=C(NCc1ccc(Cl)cc1)C1CCCN1C(=O)Nc1ccc(F)cc1 (stereo unspecified),.,3,18,1,7,-11,6,15
C=CCNC(=O)C1CCC(CNc2nc(=S)[nH]c3ccccc23)CC1 (stereo unspecified),7,-2,10,0,0,.,-1,11
COc1ccc(CC(=O)NCC2(c3ccc(OC)c(OC)c3)CCCC2)cc1,7,-1,3,4,-5,.,-2,3
FC(F)(F)c1cccc(/C=N/NC(=S)NC2CCCCC2)c1,-11,-4,16,6,2,23,-3,22
Cc1nn(CC(=O)Nc2cccc(C(F)(F)F)c2)c(=O)c2cccn12,0,-7,6,2,-4,-6,6,-7
COCCNC(=O)C[C@H]1C[C@H]2c3cc(NC(=O)c4ccc5c(c4)OCO5)ccc3O[C@H]2[C@@H](CO)O1,-17,-1,-10,-2,2,1,.,-11
Cc1ccc(N(CC(=O)N/N=C/c2cccnc2)S(=O)(=O)c2ccccc2)cc1,37,0,-4,-5,.,.,3,-3
COc1ccccc1NC(=O)C(=O)NCC(c1ccco1)N1CCc2ccccc21 (stereo unspecified),-11,2,9,-1,-4,.,-1,7
CCN(CC)C(=O)Cn1cc(S(=O)(=O)CC(=O)Nc2ccc3c(c2)OCCO3)c2ccccc21,-28,-2,-5,.,.,.,6,-46
COCC(C)NC(=O)Cc1ccc(Cl)cc1 (stereo unspecified),-9,0,-13,12,.,1,.,0
Oc1ccccc1CNCc1ccccc1,-17,-14,4,-3,.,.,-8,-2
COCC#Cc1ccc([C@@H]2[C@H](C#N)N(C(=O)Cc3ccccc3)[C@H]2CO)cc1,12,10,-16,-2,2,0,-1,8
COC(=O)[C@H]1[C@H](c2ccccc2)[C@H](C(=O)OC)O[C@H]1c1ccccc1,9,-3,15,2,13,-7,6,13
C=CCn1c(SCC(=O)c2cccs2)nc2sc(C)cc2c1=O,.,.,16,.,2,-19,-1,.
COCC#Cc1ccc([C@H]2[C@@H](CO)N3CCCCN(C(=O)Nc4cc(F)ccc4F)C[C@H]23)cc1,-15,-19,-18,1,4,-5,.,14
C[C@H](CO)N1C[C@H](C)[C@@H](CN(C)Cc2ccncc2)Oc2ccc(NC(=O)CCCCCC(=O)Nc3ccccc3N)cc2CC1=O,-3,-3,-6,2,0,5,.,-9
O=C(NNc1ccccn1)C(=O)NNS(=O)(=O)c1ccc(F)cc1,0,.,12,.,.,8,-8,.
C=CCn1c(SCC(=O)NCc2ccco2)nc2sc3c(c2c1=O)CCC3,.,.,-17,.,-3,2,4,.
C[C@@H]1CCCCO[C@@H](CN(C)C(=O)Nc2ccc(F)cc2)[C@@H](C)CN([C@H](C)CO)C(=O)c2cc(NS(=O)(=O)c3cccs3)ccc2O1,-1,-2,-21,-4,2,-6,.,-7
O=C(Nc1ccc(S(=O)(=O)Nc2nccs2)cc1)c1ccc(S(=O)(=O)N2CCOCC2)cc1,0,.,9,.,-2,3,6,.
Cc1nc2c(c(=O)c3ccccc3n2C)c(=O)n1C1CCCC1,1,-21,27,-4,.,.,3,19
COc1ccccc1C#Cc1ccc([C@@H]2[C@@H](CO)N(C(=O)C3CCCCC3)[C@H]2C#N)cc1,18,-13,85*,-2,-1,-24,-5,10
O=C(NCCCn1ccnc1)C1CC(c2ccccc2Cl)=NO1 (stereo unspecified),3,13,-3,-1,-1,2,-5,8
Cc1cc(S(=O)(=O)Nc2ccc(C(=O)NC3CC3)cc2)ccc1F,-14,-2,-1,1,1,-12,.,7
Cc1nnc(NC(=O)CSc2nnc(-c3ccccc3)n2C)s1,7,1,-14,-6,.,-5,.,1
CN1CCN(C(=O)CN(C)S(=O)(=O)c2ccc(F)cc2)CC1,18,-3,-3,-6,-1,.,-1,-10
Cc1nc(C)c(C(=O)NNC(=O)Nc2ccc(Cl)cc2)s1,6,-2,12,1,2,-6,-10,2
C[C@H]1CN([C@@H](C)CO)C(=O)c2cc(-c3ccc(F)cc3)cnc2O[C@H]1CN(C)S(C)(=O)=O,38,-8,.,2,6,6,-4,-4
O=C(CCC(=O)N(c1ccccc1)C(C(=O)NC1CCCC1)c1ccncc1)Nc1cccnc1 (stereo unspecified),.,.,-7,.,6,-8,0,.

# Filtered by structure: the compounds so far with a CF3 group.
SMILES,LGR2 antag,S100A4 MyoIIA,PAX8 reporter,ERAP1 HTS inh,PglD DTNB,PGC1a acetyl inh,FN deposition inh,EWS-Fli inh
FC(F)(F)c1cccc(/C=N/NC(=S)NC2CCCCC2)c1,-11,-4,16,6,2,23,-3,22
Cc1nn(CC(=O)Nc2cccc(C(F)(F)F)c2)c(=O)c2cccn12,0,-7,6,2,-4,-6,6,-7

# (list continues)
SMILES,LGR2 antag,S100A4 MyoIIA,PAX8 reporter,ERAP1 HTS inh,PglD DTNB,PGC1a acetyl inh,FN deposition inh,EWS-Fli inh
CCN(CC(=O)NCc1cccs1)C(=O)c1cccc(S(=O)(=O)Nc2ccccc2OC)c1,1,1,18,1,-2,.,.,.
Cc1cccc(-c2noc(CCC(=O)NCCc3ccccc3)n2)c1,-3,-2,4,1,0,.,-1,9
COc1ccccc1-c1noc(CCCC(=O)NC2CCCCC2)n1,8,-4,-7,-2,5,-1,-7,4
CN1C(=O)c2cc(NC(=O)C3CCC3)ccc2OC[C@@H]2O[C@@H](CC(=O)NCc3ccccc3F)CC[C@@H]21,-4,89*,-10,-1,.,.,-9,-6
C[C@H]1CN([C@@H](C)CO)C(=O)c2cc(C#CCN(C)C)cnc2O[C@@H]1CN(C)C(=O)c1cccnc1,-2,7,.,-2,-3,0,0,-7
CC(C)NC(=O)c1c(CSc2ccc(Cl)cc2)noc1C(=O)NCc1ccccc1,-7,-2,-9,-1,5,8,-8,-4
N#CCC(=O)N/N=C/c1cc([N+](=O)[O-])ccc1N1CCOCC1,15,2,12,-3,.,7,14,1
CCCC(=O)Nc1ccc(S(=O)(=O)Nc2cc(OC)nc(OC)n2)cc1,4,1,-6,0,0,.,-4,0
CNC1=C([N+](=O)[O-])CC([N+](=O)[O-])=C(N2CCNCC2)N1C,8,3,-9,3,.,.,-2,0
CSCC[C@H](NC(=O)N1CCn2c1nc1ccccc12)C(=O)NCc1ccc(C)cc1,-2,-6,6,-3,-1,-4,-2,.
COCc1cc(N2CCN(C(=O)OC(C)(C)C)C[C@H]2C)ccc1Br,7,-18,3,3,.,.,-2,-7
Cc1cc(=O)[nH]c(NNC(=O)c2ccc(Cl)cc2)n1,-6,-10,16,-1,2,-1,-7,-3
Cc1cccc(-c2nc3ccccc3c(=O)[nH]2)c1,-27,9,-76,0,1,.,1,-67
Cc1ccc(S(=O)(=O)N2CCCCC2)cc1NC(=O)CSc1nnnn1C,10,-4,-6,2,.,2,3,-2
CN1C(=O)c2cc(NC(=O)C3CCCC3)ccc2OC[C@H]2O[C@H](CC(=O)Nc3ccccc3)CC[C@@H]21,-7,-6,19,-4,3,4,6,6
CS(=O)(=O)c1ccccc1C(=O)Nc1cccc(-c2nc3ccccc3o2)c1,0,-1,6,0,0,13,-13,-25
c1ccc(C2=NC(c3ccccc3)CC2)cc1 (stereo unspecified),-52,-1,-168,1,-11,9,-10,-100
CC(C)N(Cc1ccccc1)S(=O)(=O)c1ccc(-n2cccn2)cc1,-7,0,22,3,3,-23,.,4
COc1ccc(C2=NNC(c3cccnc3)=Nc3ccc(OC)cc32)cc1,.,-4,5,1,2,.,1,-18
CO[C@@H]1CN(C)C(=O)c2cc(NC(C)=O)ccc2OC[C@@H](C)N(Cc2ccccc2F)C[C@H]1C,-5,19,.,4,-4,3,-9,5
Cc1[nH]n(C2=NCCS2)c(=O)c1N=Nc1cccc(C(F)(F)F)c1,-2,-3,-7,-6,.,.,2,41
O=C(NC1CCCc2ccccc21)c1ccc(Br)cc1 (stereo unspecified),-11,0,8,0,14,2,.,-5
Cc1ccc(COc2ccccc2-c2cc(C(=O)N/N=C/c3cccnc3)[nH]n2)cc1,6,3,17,0,.,.,10,58*
CC(C)(C)c1ccc(S(=O)(=O)NC(=O)C2(C)CCN2C(=O)C2CCCCC2)cc1 (stereo unspecified),40,-1,-1,1,2,-29,2,9
Nc1nc2n(n1)C(=O)CC(c1ccc(Cl)cc1)N2 (stereo unspecified),-4,-2,7,0,.,4,-5,-6
COc1ccccc1NC(=O)N1C[C@@H]2[C@H](c3ccccc31)[C@H](CO)N2Cc1ccccc1F,4,2,20,-3,1,-25,.,2
CCC(Sc1nc(C)cc(=O)[nH]1)C(=O)Nc1ccc(Cl)cn1 (stereo unspecified),4,-7,9,-1,.,-9,3,7
CN(C)C(=O)C[C@H]1C[C@@H]2c3cc(NS(=O)(=O)c4ccc(F)cc4)ccc3O[C@@H]2[C@@H](CO)O1,-5,.,-4,.,-2,-4,-20,4
Cc1cccc(NC(=O)C(C)Sc2nnc(-c3cccnc3)o2)c1 (stereo unspecified),-24,-5,-44,0,1,22,3,-41
CCNC(=O)C[C@H]1CC[C@@H](NC(=O)NC2CCCCC2)[C@@H](CO)O1,11,6,10,3,0,-5,0,2

# An excerpt of the results above, as a working copy:
SMILES,LGR2 antag,S100A4 MyoIIA,PAX8 reporter,ERAP1 HTS inh,PglD DTNB,PGC1a acetyl inh,FN deposition inh,EWS-Fli inh
Cc1cccc(NC(=O)C(C)Sc2nnc(-c3cccnc3)o2)c1 (stereo unspecified),-24,-5,-44,0,1,22,3,-41
CCNC(=O)C[C@H]1CC[C@@H](NC(=O)NC2CCCCC2)[C@@H](CO)O1,11,6,10,3,0,-5,0,2

# One compound at a time, from the list above.
# `CN1C(=O)c2cc(NC(=O)C3CCCC3)ccc2OC[C@H]2O[C@H](CC(=O)Nc3ccccc3)CC[C@@H]21` across the screens: LGR2 antag: -7; S100A4 MyoIIA: -6; PAX8 reporter: 19; ERAP1 HTS inh: -4; PglD DTNB: 3; PGC1a acetyl inh: 4; FN deposition inh: 6; EWS-Fli inh: 6
# `COCC(C)NC(=O)Cc1ccc(Cl)cc1` (stereo unspecified) across the screens: LGR2 antag: -9; S100A4 MyoIIA: 0; PAX8 reporter: -13; ERAP1 HTS inh: 12; PglD DTNB: .; PGC1a acetyl inh: 1; FN deposition inh: .; EWS-Fli inh: 0
